E coli WT exp – growth inhibitors of wild-type E. coli, primary screen, strain BW25113, expanded library, OD600; OD600 absorbance; growth inhibition, % at 100 µM; 98,000 tested, 0.15% active; AID 710, 2007;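 active = growth inhibition above about 50% at one test dose, limit read from the data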;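 note: growth measured after 20 h incubation at 37 °C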
S1P2 ag – S1P2 receptor agonists, primary screen, cell-based. S1P2-expressing cell line, agonist reporter read-out. activation, % at 4.5 µM. 97,000 tested, 0.46% active; in the data active = activation above about 16%;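 note: 0% = vehicle low control and 100% = maximal reference agonist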
Target sequence (O95136 whole entry, looked up): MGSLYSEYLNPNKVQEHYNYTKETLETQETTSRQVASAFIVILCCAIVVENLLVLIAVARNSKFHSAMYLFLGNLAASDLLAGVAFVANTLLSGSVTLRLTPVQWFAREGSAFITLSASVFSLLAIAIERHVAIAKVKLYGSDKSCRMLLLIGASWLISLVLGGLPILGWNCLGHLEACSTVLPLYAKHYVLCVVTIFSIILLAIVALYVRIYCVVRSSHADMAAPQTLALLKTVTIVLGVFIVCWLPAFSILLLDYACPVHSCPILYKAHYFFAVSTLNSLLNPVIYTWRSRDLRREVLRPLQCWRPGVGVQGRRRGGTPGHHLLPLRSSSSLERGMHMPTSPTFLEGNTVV
PostGolgi yeast – phenotypic screen on post-Golgi transport, primary screen; post-Golgi transport phenotypic cell assay; inhibition, % at 10 µM; 98,000 tested, 0.9% active;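 note: yeast cells grown in 1536-well plates; yeast grown about 18 h at 30C before absorbance read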
sEH act – soluble epoxide hydrolase activators, primary screen, biochemical, human sEH. activation, % at 2 µM. 91,000 tested, 0.04% active. purified human sEH enzymatic activity, activator screen. AID 717, 2007; in the data active = activation above about 37%; note: values of inactives mirror those of a sister screen read the other way
sEH inhibitor – soluble epoxide hydrolase inhibitors, primary screen, biochemical, human sEH. recombinant human sEH enzymatic activity assay. inhibition, % at 2 µM. 91,000 tested, 0.34% active; in the data active = inhibition above about 80%; note: values of inactives mirror those of a sister screen read the other way; many of its hits are not listed in these tables
S1P2 antag – human S1P2 receptor antagonists, primary screen, cell-based; Sphingosine 1-phosphate receptor 2 (Homo sapiens), O95136; cell-based S1P2 antagonist assay, inhibition at 5 uM; inhibition, % at 5 µM; 97,000 tested, 0.21% active; AID 736, 2007; in the data active = inhibition above about 45%;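 note: CRE beta-lactamase reporter cells expressing human S1P2 stimulated with S1P; 0% = agonist at EC80 alone and 100% = agonist plus reference antagonist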
Mac1 fbg inh – inhibitors of CD11b/CD18 adhesion to fibrinogen, primary screen, K562 cells, luminescence. Integrin beta-2 (Homo sapiens) + Integrin alpha-M (Homo sapiens), P05107+P11215. ATPlite luminescence; Mn2+ added to activate the integrin. inhibition, % at 10 µM. 93,000 tested, 0.54% active. AID 1497, 2009;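 active = primary inhibition of 50% or more at 10 µM, then 40% or more on retest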; note: some results filed as inactive read as strong as hits
PLAP activator – PLAP enzyme activators, biochemical, luminescence, HTS; Alkaline phosphatase, placental type (Homo sapiens), P05187; purified PLAP enzyme, luminescent substrate read-out; hits give high values; activation fold at 20 µM; 96,000 tested, 1.2% active; in the data active = activation fold above about 2
Target sequence (P05187 whole entry, looked up): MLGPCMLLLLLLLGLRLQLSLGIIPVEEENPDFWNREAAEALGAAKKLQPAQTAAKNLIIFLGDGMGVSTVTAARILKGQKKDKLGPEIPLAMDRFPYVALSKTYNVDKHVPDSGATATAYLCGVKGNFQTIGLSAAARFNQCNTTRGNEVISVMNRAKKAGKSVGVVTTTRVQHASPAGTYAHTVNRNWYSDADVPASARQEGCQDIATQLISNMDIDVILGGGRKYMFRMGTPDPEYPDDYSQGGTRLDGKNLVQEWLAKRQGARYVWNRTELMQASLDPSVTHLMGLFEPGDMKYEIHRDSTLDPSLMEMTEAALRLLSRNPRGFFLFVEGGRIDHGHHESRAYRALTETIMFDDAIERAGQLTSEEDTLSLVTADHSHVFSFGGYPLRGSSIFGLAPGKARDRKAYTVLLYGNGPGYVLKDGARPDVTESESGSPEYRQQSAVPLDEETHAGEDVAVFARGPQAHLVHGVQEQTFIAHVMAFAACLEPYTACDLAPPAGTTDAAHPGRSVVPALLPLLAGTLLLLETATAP
PostGolgi ctrl – growth inhibition of yeast control strain, primary screen, counter-screen for post-Golgi transport modulator project | inhibition, % at 10 µM | efflux-deficient yeast background strain, growth absorbance A615, 16 h | 98,000 tested, 5% active
The depositor's hits bear a star; . = not tested or not shown. Cut-off read from the data, not from the text of the source, unless noted: active = inhibition above about 30%; inactive = the rest.

SMILES	E coli WT exp	S1P2 ag	PostGolgi yeast	sEH act	sEH inhibitor	S1P2 antag	Mac1 fbg inh	PLAP activator	PostGolgi ctrl
CCc1ccc(CN(C(=O)c2cc3ccccc3oc2=O)C2CCS(=O)(=O)C2)cc1 (stereo not drawn)	-1	-2	19	1	-2	13	-3	1.4	2
COc1cccc(NC(=O)COc2ccc(N3CC(C(=O)NCC(C)C)CC3=O)cc2)c1 (stereo not drawn)	-1	-2	-5	1	2	-2	9	1	2
CS(=O)(=O)Nc1ccccc1C(=O)c1ccccc1	2	2	-3	8	-6	3	2	0.9	0
O=C(NCc1ccco1)c1ccccc1NC(=O)C1CC(=O)N(c2ccc(Cl)cc2)C1 (stereo not drawn)	-7	0	-2	6	-4	6	-5	1	11
CSc1nc2c(c(C(F)(F)F)n1)CC(C)CC2 (stereo not drawn)	3	-6	9	12	-8	6	-12	1	4
CCN=C1SC(CC(=O)Nc2ccc(C(F)(F)F)cc2)C(=O)N1CC (stereo not drawn)	-1	-2	-4	-74	74	-5	-1	1	8
COc1ccc(N2Cc3cccc(C(=O)N4CCOCC4)c3C2=O)cc1	1	0	-4	2	-2	24	-3	0.8	11
COc1ccc(CCNC(=O)CN2CCN(c3ccccc3Cl)CC2)cc1	7	-3	-2	-2	4	-13	2	1.4	6
CCN(CC)c1nc2ccccc2nc1-n1nc(C)cc1C	-4	-2	-10	-3	2	13	6	0.9	43*
COC(=O)c1cc(OC)c(OC)cc1NC(=O)c1ccc(Br)o1	.	2	.	0	2	-7	.	.	.
CC(=O)c1cccc(NC(=O)c2ccc(Br)o2)c1	10	.	-3	.	.	.	-3	0.9	3
COC(=O)CC1SC(=O)NC1=Nc1ccccc1 (stereo not drawn)	-9	-4	0	-5	5	6	.	1.1	7
Cc1ccccc1NC(=S)C1=C(O)c2sccc2N(C)S1(=O)=O	-6	0	1	8	-5	-4	1	1.3	4
O=C(O)CCc1nnc2n(Cc3ccc(F)cc3)c(=O)c3ccccc3n12	-13	1	44*	-2	4	7	-15	0.9	-4
CCS(=O)(=O)N1CCN(C(=O)c2cccs2)CC1	5	-4	-1	.	.	-7	-2	1	5
O=C(NC1CCCCC1)C1CCCN(S(=O)(=O)c2cccs2)C1 (stereo not drawn)	-4	1	-10	-62	61	24	2	1.1	-13
Cn1c(CNc2ccccc2)cc(=O)n(C)c1=O	4	-4	4	10	-9	4	-5	1	20
CN(Cc1cnn(C)c1)C(=O)c1sc2cccc(Cl)c2c1Cl	-6	-2	-3	-2	0	4	7	0.9	5
Cc1cccc(C)c1NC1=NC(C)(C)N=C(N)N1	-6	-6	-2	-3	4	20	-4	0.9	13
CCc1cccc(NC(=O)CN2C(=O)NC3(CCCCCCC3)C2=O)c1	-1	-8	-7	-14	17	2	4	0.8	-4
COc1ccccc1-c1cc(C(=O)NCc2cccs2)no1	-3	0	2	-14	15	9	-12	0.9	4
O=C(NCCCN1CCN(c2cccc(Cl)c2)CC1)C1(S(=O)(=O)c2ccc(Cl)cc2)CC1	0	-8	4	-20	22	-2	-3	1.8	28
O=C(CN(c1ccc(F)cc1)S(=O)(=O)c1ccccc1)NCc1ccco1	-2	-3	7	7	-5	-3	-1	1	3
COc1ccc(C(=O)N2CCC(C(=O)O)CC2)cc1	-9	-4	-7	-2	1	-2	-4	1.1	3
COc1ccccc1S(=O)(=O)Cc1ccc(C(=O)NCCN2CCCC2)o1	2	-3	0	2	0	-10	-4	1.3	16
SMILES	E coli WT exp	S1P2 ag	PostGolgi yeast	sEH act	sEH inhibitor	S1P2 antag	Mac1 fbg inh	PLAP activator	PostGolgi ctrl
CC1CCN(CC(=O)Nc2ccccc2C#N)CC1	12	-2	-6	4	2	4	-16	1	-1
Cc1ccc(NC(=O)N2CCN(c3ccccn3)CC2)cc1	4	-2	-3	-22	21	0	-2	1	4
Cc1ccc(-c2nn(C)c(=O)c3ccccc23)cc1S(=O)(=O)NCCO	-1	6	14	-10	9	-46	10	0.7	0
Cc1c(Cl)cccc1NC(=O)CSCc1cc(=O)[nH][nH]1	-2	-1	-4	5	-3	7	-9	0.9	19
Clc1ccc(/C=N/Nc2ncnc3ccccc23)cc1Cl	1	-7	12	-24	21	12	-6	1	10
N#Cc1ccc(CSCC(=O)O)cc1	-4	-7	-4	.	.	4	-7	1	-3
O=C(Cc1ccccc1)N1CCC(O)(c2cccnc2)CC1	3	-2	2	1	1	-11	10	0.9	17
CCOC(=O)CCc1c(C)c2ccc(OCc3ccc([N+](=O)[O-])cc3)cc2oc1=O	-5	-3	-2	-2	0	5	-2	0.9	8
Cc1ccc(-n2nc3cc(C)c(NC(=O)c4cccnc4)cc3n2)cc1	.	-7	.	9	-3	3	.	.	.
Cn1c(=O)c2c(-c3ccc(C(C)(C)C)cc3)n(N3CCOCC3)cc2n(C)c1=O	-6	-5	-4	6	-9	-14	53	1.1	9
O=C(Nc1ccc2c(c1)OCCO2)c1ccco1	12	-8	3	11	-8	-17	-1	1.1	-1
Cc1cccc(NC(=O)c2ccc(-n3cccn3)c([N+](=O)[O-])c2)c1	7	-2	-5	11	-13	-11	-27	0.8	-2
CCN(CCNC(=O)CCCn1nc(C)n2c(cc3sccc32)c1=O)c1ccccc1	0	-5	-8	-59	59	-7	-6	0.9	10
Oc1ccccc1-c1cc(C(F)(F)C(F)F)[nH]n1	29	-3	5	12	-10	-1	30	1.9	2
O=C(CCCn1c(=S)[nH]c2ccccc2c1=O)N1CCOCC1	-3	-6	-1	7	-6	6	1	1	-5
Cc1cccc2[nH]c3c(=O)n(CCN4CCNCC4)cnc3c12	9	-2	9	-3	3	18	3	1.3	23
CCCCCn1ccc(=N)cc1	5	-4	-3	-1	2	17	31	0.8	-2
COc1ccc(NC(=O)NCCCN2CCN(c3cc(C)ccc3C)CC2)cc1	17	.	6	.	.	.	-4	2*	3
c1ccc(COn2c(-c3ccccc3)nc3c2CCc2nonc2-3)cc1	-13	-4	3	-17	19	5	4	0.9	4
COc1cccc(N2CCN(Cc3nc4ccccc4c(=O)[nH]3)CC2)c1	7	-1	-8	-1	0	4	0	1.5	15
COc1cccc(C2=NOC(C(=O)N3CCOCC3)C2)c1 (stereo not drawn)	4	-2	-5	4	-5	19	-1	1	7
CCn1c(SCC(=O)NC)nnc1C(C)C	.	-1	.	14	-16	-10	.	.	.
CCN1CCN(c2cc(C)c3cc(NC(=O)c4ccccc4F)ccc3n2)CC1	11	-6	-2	-11	14	2	8	1.6	-5
Oc1ccc(Oc2ncc(Cl)cc2Cl)cc1	8	2	-4	7	-7	-9	-4	1	18
CCCc1nnc2n1N=C(c1ccc(-c3cc(Cl)ccc3Cl)o1)CS2	5	-5	4	25	-21	-11	.	.	-1
SMILES	E coli WT exp	S1P2 ag	PostGolgi yeast	sEH act	sEH inhibitor	S1P2 antag	Mac1 fbg inh	PLAP activator	PostGolgi ctrl
Nc1nnc(CC(c2ccccc2)c2ccccc2)s1	8	-8	-4	-12	9	4	7	0.8	8
COc1cc(NC(=O)CN2C(=O)NC(C)(CCC(C)C)C2=O)cc(OC)c1 (stereo not drawn)	2	-3	-7	10	-11	11	-4	1.5	10
C/C(=N\Nc1ccc([N+](=O)[O-])cc1)c1cccc(N)c1	13	-8	31*	2	-1	14	.	0.5	5
OC1(c2ccccc2)C/C(=N\n2cnnc2)C=C1c1ccccc1 (stereo not drawn)	1	-2	-10	4	-5	-19	-9	1.2	12
CC1=NN(C(N)=S)C(=O)C1N=Nc1ccccc1C (stereo not drawn)	-15	-5	9	6	-4	-2	.	.	30*
O=c1[nH][nH]c(C(F)(F)F)c1C=Nc1ccc(Cl)cc1	3	-4	0	0	0	22	.	1	1
COc1cc(-c2nnc(COC(=O)CSc3cc(C)c4ccccc4n3)o2)cc(OC)c1OC	-6	0	-3	5	-3	-17	3	1.2	8
COC(=O)C1=C(C)N(C2CCCCC2)C(=O)C1	1	0	-6	2	-2	-18	.	1.1	-3
CSc1nc(N)nc(SCC(=O)Nc2ccc(Cl)cc2)c1C#N	-4	-7	6	-10	12	17	.	0.9	14
O=C(Nc1ccc(-c2nnc(-c3ccccc3)o2)cc1)C(F)(F)F	1	-2	30	.	.	8	25	1.2	-6
COc1ccc(Cl)cc1NC(=O)CCCN1C(=O)CCC1=O	7	-1	-3	-2	2	-10	6	0.8	2
CCN(CC)CCCN1C(=O)C(O)=C(C(=O)c2sc(C)nc2C)C1c1ccco1 (stereo not drawn)	-2	-4	2	.	.	3	-5	1	-1
OC(COCc1ccc(Cl)cc1)CN1CCN(CC(O)COCc2ccc(Cl)cc2)CC1 (stereo not drawn)	32	-8	-6	0	-1	39	.	1.6	9
CN(Cc1ccccc1)Cc1nc2c(c(=O)n(C)c(=O)n2C)n1CCCc1ccccc1	-17	1	4	21	-19	-28	-6	1.1	52*
O=S(=O)(N/N=C\C=C\c1ccccc1)c1ccc(Cl)cc1	-8	-6	-8	-19	21	17	10	1.2	19
CCCc1cc(C(=O)Cc2ccc(F)cc2)c(O)cc1O	11	-3	6	-6	11	-1	95*	1.4	52*
O=C1CC(c2ccc(Cl)c(Cl)c2)CC(O)=C1C=NCCN1CCNCC1 (stereo not drawn)	-1	-7	14	.	.	12	2	1.6	37*
CCOC(=O)c1cnc(SC)nc1Oc1cccc(NS(=O)(=O)c2ccc(C)cc2)c1	-41	-2	-1	10	-10	-5	-6	1.2	3
COC(=O)c1ccc(Cn2nc(C)c(Cl)c2C)o1	1	-9	-8	16	-12	0	.	1.2	-4
COc1ccc(NCc2nc3ccccc3n2CCOc2ccccc2)cc1	3	-7	8	7	-10	-8	-1	1.3	-4
CCn1c(SCC(N)=O)nc2c(c1=O)C1(CCCC1)Cc1ccccc1-2	8	-1	-10	-4	6	-17	-6	1.1	50*
Cc1noc(C)c1C(=O)Nc1c(F)cc(F)cc1Br	-6	-2	-12	4	-10	2	-38	1	-5
CCc1ccc2nc3sc(C(=O)Nc4nnc(CC)s4)c(N)c3cc2c1	-13	-8	-1	-4	3	28	.	1.3	0
Fc1ccc(-c2cnc[nH]2)cc1	4	-7	-4	-3	5	7	-1	0.9	22
O=C1c2ccccc2C(Nc2ccc3c(c2)OCO3)N1Cc1ccc2c(c1)OCO2 (stereo not drawn)	-11	-4	4	8	-9	-3	1	0.9	11

Single records, from the list above. Screens in order: E coli WT exp	S1P2 ag	PostGolgi yeast	sEH act	sEH inhibitor	S1P2 antag	Mac1 fbg inh	PLAP activator	PostGolgi ctrl
`COc1cc(-c2nnc(COC(=O)CSc3cc(C)c4ccccc4n3)o2)cc(OC)c1OC` is entered as -6	0	-3	5	-3	-17	3	1.2	8
`O=S(=O)(N/N=C\C=C\c1ccccc1)c1ccc(Cl)cc1` is entered as -8	-6	-8	-19	21	17	10	1.2	19
`COC(=O)C1=C(C)N(C2CCCCC2)C(=O)C1` is entered as 1	0	-6	2	-2	-18	.	1.1	-3
`COc1ccc(Cl)cc1NC(=O)CCCN1C(=O)CCC1=O` is entered as 7	-1	-3	-2	2	-10	6	0.8	2
`CSc1nc(N)nc(SCC(=O)Nc2ccc(Cl)cc2)c1C#N` is entered as -4	-7	6	-10	12	17	.	0.9	14

(further entries)
SMILES	E coli WT exp	S1P2 ag	PostGolgi yeast	sEH act	sEH inhibitor	S1P2 antag	Mac1 fbg inh	PLAP activator	PostGolgi ctrl
CCOC(=O)c1c(C)n(C)c2ccc(OCC(O)Cn3nc(C)cc3C)cc12 (stereo not drawn)	-8	58*	2	-8	3	-16	-2	1.3	0
CCc1nnc(NC(=O)CSc2nnc(Cc3ccccc3)n2-c2ccc(OC)cc2)s1	-8	-1	-4	-2	7	0	.	.	0
CCCCn1nnnc1SCC(=O)c1ccc(C)c(C)c1	5	-1	11	2	-2	-22	3	1.2	10
Cc1ccc2[nH]cc(C(=O)CN3CCN(c4ccccn4)CC3)c2c1	5	-4	-6	-2	0	14	-10	1.3	-4
CC1S/C(=C(\C#N)C(N)=O)N(c2ccc(F)cc2)C1=O (stereo not drawn)	2	-2	13	-9	7	-4	-20	0.9	14
Cc1ccc(C(=O)N2CCN(c3ccc([N+](=O)[O-])c(NCc4ccco4)c3)CC2)cc1	-23	-4	0	0	-1	25	-1	0.9	28
CCOC(=O)Cn1c(N)c(C(=O)OC)sc1=S	5	-10	-7	.	.	1	.	1	7
C1COCCNCCOCCOCCN1	2	-2	-3	-5	4	14	.	0.9	6
